Polio RdRp inh – poliovirus RdRp elongation inhibitors, primary screen, biochemical, fluorescence polarization, total intensity; poliovirus polymerase elongation; hits give low values; % elongation, % (compound at 16.7 µg/mL); hit rate 0.66% among 150,000; in the data active = % elongation below about 90%; also: some results filed as inactive read as strong as hits
Target sequence (P03300 1749-2209 limits assumed): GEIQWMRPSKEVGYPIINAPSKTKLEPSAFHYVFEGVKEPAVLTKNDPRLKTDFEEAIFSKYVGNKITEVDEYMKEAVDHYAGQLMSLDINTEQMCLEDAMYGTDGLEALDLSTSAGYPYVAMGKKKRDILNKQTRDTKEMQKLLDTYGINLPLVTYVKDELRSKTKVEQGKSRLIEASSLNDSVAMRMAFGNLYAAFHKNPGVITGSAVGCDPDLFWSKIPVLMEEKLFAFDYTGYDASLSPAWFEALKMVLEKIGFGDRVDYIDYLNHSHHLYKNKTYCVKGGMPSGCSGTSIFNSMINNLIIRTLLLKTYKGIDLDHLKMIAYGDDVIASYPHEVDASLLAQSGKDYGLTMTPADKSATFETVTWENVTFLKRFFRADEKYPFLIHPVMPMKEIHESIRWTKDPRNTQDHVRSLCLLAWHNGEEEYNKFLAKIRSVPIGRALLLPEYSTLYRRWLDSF
Polio RdRp inh FP z-score – also measured in Polio RdRp inh; calls as there; z-score; measured here: FP z-score; hits read low
* marks the source's active call; other numbers are inactive results; & = joins results of further samples. The list is partial; count on the stated rates, not on these rows.

SMILES	Polio RdRp inh	Polio RdRp inh FP z-score
OC(COc1ccccc1)COc1ccccc1	101	0.5
Fc1ccc(NCc2ccccc2-c2nnc(-c3ccccc3Cl)o2)cc1Cl	109	1.1
Cc1c(C(=O)O)oc2ccc(S(=O)(=O)N(CC(C)C)CC(C)C)cc12	100	-0.5
COc1ccc(-c2cc(C)no2)cc1S(=O)(=O)N1CCCC(C)C1 (configuration not stated)	102	-1
CCCCOC(=O)c1ccc(NC(=O)CC2NCCNC2=O)cc1 (configuration not stated)	109	1.3
Clc1ccc(/C=N\N2CCN(c3ccccc3)CC2)cc1	108	1.3
Cc1ccc(-n2c(=O)c3c4c(sc3n(Cc3cc(=O)n5ccccc5n3)c2=O)CCC4)cc1C	103	-0.7
O=C(NNc1nc2c(F)cccc2s1)C1=COCCO1	102	0.6
CN(Cc1ccccc1)C(=O)COC(=O)c1cncc(Br)c1	101	-0.1
CCOC(=O)C[N+](C)(C)Cc1ccccc1	104	0.5
Cc1cc(=O)n(Cc2cccc(F)c2)c2c1c(C)nn2-c1cccc(F)c1	98	-1.8
Cc1c(Cl)cccc1N1C(=O)CC(Sc2nnnn2-c2ccccc2)C1=O (configuration not stated)	104	0.5

Record cards, from the list above. Values in the order: Polio RdRp inh	Polio RdRp inh FP z-score
Results for `Cc1c(C(=O)O)oc2ccc(S(=O)(=O)N(CC(C)C)CC(C)C)cc12` = 100	-0.5
Results for `Clc1ccc(/C=N\N2CCN(c3ccccc3)CC2)cc1` = 108	1.3
Results for `COc1ccc(-c2cc(C)no2)cc1S(=O)(=O)N1CCCC(C)C1` (configuration not stated) = 102	-1
Results for `CN(Cc1ccccc1)C(=O)COC(=O)c1cncc(Br)c1` = 101	-0.1
Results for `Cc1cc(=O)n(Cc2cccc(F)c2)c2c1c(C)nn2-c1cccc(F)c1` = 98	-1.8

Later entries
SMILES	Polio RdRp inh	Polio RdRp inh FP z-score
N#CC(C(N)=S)=C1CCCC1	104	0.6
CCOC(=O)c1sc(N2C(=O)c3ccccc3C2=O)c(C#N)c1C	99	-0.2
CN1C(=O)C2C=CC=CC2NC1=S (configuration not stated)	87*	-1.5*
COc1ccccc1NC(=O)CSc1nc2c(oc3ccccc32)c(=O)n1Cc1ccc(F)cc1	102	-0.5
CC(=O)NC(Cc1c[nH]c2ccccc12)C(=O)N1CCN(c2cccc(C(F)(F)F)c2)CC1 (configuration not stated)	103	0.1
Cc1ccc(NC(=O)Cn2c(=O)n(CCCCC(=O)NCc3ccccc3Cl)c(=O)c3ccccc32)cc1	108	0.5
S=C(NCCN1CCOCC1)c1ccc(Cl)cc1	100	-1
CC(=O)Nc1ccc(OCC(O)CN2CCN(c3ccc(C)c(Cl)c3)CC2)cc1 (configuration not stated)	102	0
CCOC(=O)Nc1ccc2c(c1)N(C(=O)CN(C)C)c1ccccc1S2	100	0
CC1=Nc2cc(C(=O)NC3CCC(C)CC3)ccc2Sc2c(C)ccc(C)c21 (configuration not stated)	108	1
COC(=O)C(C(=O)OC)c1ccc(C#N)c(C#N)c1	108	0.7
O=C(Nc1cccc(F)c1)C(Cc1ccccc1)n1cccc1 (configuration not stated)	102	0.2
Cc1cccc(CC2(Cc3cccc(C)c3)C(=O)OC(C)(C)OC2=O)c1	103	0.1
O=C1CN(C(=O)COc2ccc(Cl)cc2)C(c2ccc(F)cc2)c2cc(Br)ccc2N1 (configuration not stated)	101	-0.4
COc1ccc(C(C)NCc2ccco2)cc1 (configuration not stated)	103	0.3
CCC(CO)NC1=CC(=O)CCC1 (configuration not stated)	100	-0.2
CC(=O)c1cccc(NC(=O)C(C)n2c(=O)cc(-c3ccccc3)c3c(C)nn(C)c32)c1 (configuration not stated)	97	-2.2
CN(C)c1ccc(C(=O)Nc2cc(C(F)(F)F)ccc2-n2cncn2)cc1	100	-0.3
O=C(NCC(c1cccnc1)N1CCOCC1)c1ccco1 (configuration not stated)	104	0.9
COc1cc(CNC(=O)c2cc3n(n2)CCCN(Cc2ccc(C)cc2)C3=O)cc(OC)c1OC	108	0.3
COc1ccc(OCCn2c(N)nc3ccccc32)cc1	99	-0.9
CCCN1C(=O)/C(=C\C(=O)c2cccs2)c2ccccc21	100	-0.4
c1ccc(OCc2nc3ccccc3s2)cc1	97	-0.5
C=CCn1c(SCC(=O)O)nnc1-c1sc2ccccc2c1Cl	102	0.1
O=C(Cn1cc(C(=O)c2cccs2)c2ccccc21)Nc1ccccc1C(F)(F)F	103	0.4
O=C(NCCCn1ccnc1)C12CC3CC(CC(C3)C1)C2	102	0.1
Cc1cn(C/C=C\c2ccccc2)c(=O)n(C/C=C/c2ccccc2)c1=O	100	-0.3
COc1cc(C(=O)N2CCCN3C(=O)c4ccccc4C23)cc(OC)c1OC (configuration not stated)	103	-0.1
NC(=O)C1CCCCN1C(=S)Nc1cccc(C(F)(F)F)c1 (configuration not stated)	99	0.2
CC1(C)C(C(=O)O)N2C(=O)CC2S1(=O)=O (configuration not stated)	105	0.6
CCOc1ccccc1NC(=O)CN1C(=O)COc2ccc(S(=O)(=O)N3CCCCCC3)cc21	114	-0.1
c1ccc(OCc2nn3c(-c4ccccc4)nnc3s2)cc1	96	-1.1
Cn1ccnc1SCC(=O)c1ccc(Cl)cc1	99	-0.8
Cn1c(/C=C(\C#N)C(N)=S)ccc1-c1ccc(Br)cc1	102	0.4
C#CC[N+]12CN3CN(CN(C3)C1)C2	104	0.3
Oc1cccc(C=Nc2ccccc2N2CCOCC2)c1	109	0.6
COc1ccc(C2c3c(n(C)c4ccccc34)C(=O)N2CC(=O)Nc2cc(Cl)ccc2C)cc1 (configuration not stated)	107	0.2
CN1C2C=C(N(C(=O)c3ccc(Cl)cc3)c3ccccc3)CC1CC2 (configuration not stated)	101	-0.1
CCOc1ccc(CNS(=O)(=O)c2cc3c(cc2C)NC(=O)CO3)cc1OC	101	-1.5
CC(N=Cc1c(O)ccc2ccccc12)C12CC3CC(CC(C3)C1)C2 (configuration not stated)	101	-0.1
C(=Nc1ccc(Nc2ccccc2)cc1)c1ccco1	100	0.1
Nc1c(-c2ccccc2)c(CN2CCOCC2)nn1-c1ccccc1	101	0
CSc1nsc(SC)c1C(=O)NN1CCOCC1	100	-0.7
O=C(O)CCNc1ncnc2c1oc1ccccc12	103	1.1
Cc1ccc(C)c(CNC(=O)c2cc3ccccn3n2)c1	106	-0.2
COc1ccccc1Nc1nc2cc(Cl)ccc2o1	101	-0.1
C=C(C)COc1ccc2c(CC)cc(=O)oc2c1OCC(=C)C	100	-0.5
COc1cccc(-c2cn3c(n2)sc2cc(C(=O)NCc4cccs4)ccc23)c1	112	1.2
Brc1ccc(-c2nc(-c3cccs3)c(-c3cccs3)[nH]2)s1	103	-0.5
CCOC(=O)c1cc(-c2ccccc2)sc1NC(=O)CCN1CCN(CC)CC1	93	-0.8
CCC(C)NC(=O)c1c(C)oc2ncn(CC(C)C)c(=O)c12 (configuration not stated)	111	0.5
COc1ccccc1NC(=O)C(Cc1ccccc1)NS(=O)(=O)c1ccc2c(c1)c(=O)n(C)c(=O)n2C (configuration not stated)	98	-0.6
Cc1ccc(-n2c(SCc3ccccc3F)nc3[nH]ncc3c2=O)cc1C	100	-0.5
CCOC(=O)C1(CC)CC(CSC(=N)N)OC1=O (configuration not stated)	101	-0.1
Cc1ccccc1-c1noc(-c2ccc(N3CCC(C)CC3)c([N+](=O)[O-])c2)n1	102	-1.2
Cc1ccc(S(N)(=O)=O)cc1C(=O)NC(C)C	100	-0.9
COc1ccccc1NC(=O)c1cn(-c2ccccc2)nc1-c1ccccc1	105	-0.2
COc1cccc(/C=C/C(=O)Nc2cccc3c2C(=O)NC3=O)c1OC	83	-2.9
Cc1ccc(CNC(=O)c2cc3c(=O)n4cccc(C)c4nc3s2)cc1	109	0.8
C=CCn1cc(/C=C(\C#N)C(=O)NC2CCCCC2)c2ccccc21	100	-0.3

Remaining list, next part
SMILES	Polio RdRp inh	Polio RdRp inh FP z-score
CCOc1ccc(-c2nc(SCC(=O)Nc3ccc4c(c3)OCCO4)c(-c3ccc(F)cc3)[nH]2)cc1	114	0.5
COc1ccc(S(=O)(=O)NCCCO)cc1-c1nnc2c3ccccc3c(C)nn12	101	-0.5
CCCCOC(=O)N1C2C=CC(C2)C1(C(F)(F)F)C(F)(F)F (configuration not stated)	100	0.2
CC1CC(=O)Nc2ccccc2O1 (configuration not stated)	104	0.4
CCCCNS(=O)(=O)c1ccc2nc(-c3cccnc3)cc(C(=O)NCCOC)c2c1	108	0.3
Oc1cccc(-c2nc(-c3ccccc3)c3ccccn23)c1	89*	-4*
CCN1CCN(c2c(S(=O)(=O)c3ccc(OC)cc3)cnc3cc(OC)c(OC)cc23)CC1	100	-2.1
COc1ccc(CCNC(=O)CSc2nc(=O)[nH]c3c2CCCC3)cc1OC	104	0.6
NC(=O)Oc1ccc(I)cc1	107	0.5
O=C(NC1CCCc2ccccc21)C1CCCC1 (configuration not stated)	102	-0.2
Cc1ccc2oc(-c3ccccc3Cl)nc2c1	102	0.5
CC(C)OC(=O)CSc1nnc(CNc2ccc(F)cc2)n1C1CCCCC1	101	0
CCOc1ccccc1CNC(=O)CSc1n[nH]c(-c2ccccc2Cl)n1	105	-0.7
Cc1ccc2nc3nc(NCc4cccnc4)c(C(N)=O)cc3c(=O)n2c1	101	-0.1
Cc1cccc(N2C(=O)CSC23C(=O)N(C)c2ccccc23)c1 (configuration not stated)	100	-1
Cc1ccc(S(=O)(=O)NCc2cccnc2)cc1	102	0.2
CCCN1CCN(CCCNC(=O)Cn2nc(C)n3c(cc4cc(F)ccc43)c2=O)CC1	108	0.4
CC1=NN(c2ccccc2)C(=O)C1C(=O)O (configuration not stated)	102	0.2
CCC(Sc1ccccc1C(=O)O)C(=O)O (configuration not stated)	99	-0.1
COc1ccccc1CN(C)C(C)C(=O)NC1CCCc2ccccc21 (configuration not stated)	103	0.2
O=C(/C=C\c1ccc2c(c1)OCO2)NC1CC(=O)N(c2ccccc2)C1 (configuration not stated)	103	-0.7
COc1ccc(NC(=O)c2oc3ccccc3c2NC(=O)Cc2coc3cc(C)ccc23)cc1	118	0.2
COc1ccc(NC(=O)CCn2cnc3onc(-c4ccc(F)cc4)c3c2=O)cc1OC	96	-0.6
CCc1ccc(OCC(=O)Nc2ccc(S(=O)(=O)C(F)F)cc2)cc1	103	-0.1

Continued, overlapping the part above by 2 compounds.
SMILES	Polio RdRp inh	Polio RdRp inh FP z-score
COc1ccc(NC(=O)CCn2cnc3onc(-c4ccc(F)cc4)c3c2=O)cc1OC	96	-0.6
CCc1ccc(OCC(=O)Nc2ccc(S(=O)(=O)C(F)F)cc2)cc1	103	-0.1
Cc1ccc(Cl)cc1N1CCN(S(=O)(=O)c2ccc3c(c2)CC(C)N3C(=O)C2CCC2)CC1 (configuration not stated)	103	-0.7
CCn1c(=S)[nH]c2nc3c(cc2c1=O)COC(C)(C)C3	103	1.4
CCCN(c1ccc(F)cc1)c1nc(-c2ccc(OC)cc2)no1	101	-0.1
CCCCCCCCCCCCCCCC(=O)OCC(COP(=O)(O)O)OC(=O)CCCCCCCCCCCCCCC (configuration not stated)	98&99	-1.1&-0.3
CCSc1ccc(SC#N)s1	95	-2.5
CCOc1ccc2nc(SCc3nc4ccccc4[nH]3)sc2c1	105	0.2
Fc1ccccc1N1CCN(c2c3c(nc4ccc(Cl)cc24)CCC3)CC1	101	0.2
Cc1cccc(N2CCN(C(=O)CCSCc3ccccc3F)CC2)c1C	108	-0.6
COc1cc(OC)cc(C(=O)Nc2ccc(O)c(-c3nc4cc(C)c(C)cc4o3)c2)c1	102	0.2
COc1ccc(C(=O)Nc2nc3n(n2)C(c2ccc(Cl)cc2)C=C(c2ccccc2)N3)cc1OC (configuration not stated)	82	-4.4
CCCCCN1N=C(C)CC1=O	102	0
O=C(C1c2ccccc2Oc2ccccc21)N1CCC2(CC1)OCCO2	98	-1.4
CN1C(=O)Cc2cc(S(=O)(=O)NCCc3ccccc3)ccc21	103	-0.6
COc1ccc(-c2ccc(CO)o2)cc1N	103	0.4
COc1cccc(N=c2scc(-c3ccco3)n2CC2CCCO2)c1 (configuration not stated)	112	1.2
Cc1ccc(-c2noc(CN(C(=O)Nc3ccccc3C)C(C)C)n2)cc1	100	-0.8
NC(=O)CSc1nc2ccccc2c(=O)n1Cc1ccccc1	102	-0.1
CC(C)n1cnc(S(=O)(=O)N2CCCC(C(=O)NCc3ccccc3Cl)C2)c1 (configuration not stated)	103	-0.6
O=C(NCCOc1ccc2c(c1)OCO2)C1CCN(C(=O)NC2CCCCC2)CC1	102	0.2
O=C(CCCN1C(=O)CSc2ncccc21)NCCc1ccccc1	101	-0.3
CN(C)c1c(F)cc(C(=O)NC(=O)NC2=NCCS2)cc1F	104	0.2
COc1ccc(Nc2nc3ccccc3nc2NS(=O)(=O)c2ccc(C)cc2)c(OC)c1	102	-0.8
NS(=O)(=O)c1ccc(N=Cc2c(O)ccc3ccccc23)cc1	113	1
N#CC1=C(SCc2ccccc2)SC(CO)NC1=O (configuration not stated)	100	-0.1

Part of the list above, set out differently:
> O=C(CCCN1C(=O)CSc2ncccc21)NCCc1ccccc1
  Polio RdRp inh: 101
  Polio RdRp inh FP z-score: -0.3
> CN(C)c1c(F)cc(C(=O)NC(=O)NC2=NCCS2)cc1F
  Polio RdRp inh: 104
  Polio RdRp inh FP z-score: 0.2
> COc1ccc(Nc2nc3ccccc3nc2NS(=O)(=O)c2ccc(C)cc2)c(OC)c1
  Polio RdRp inh: 102
  Polio RdRp inh FP z-score: -0.8
> NS(=O)(=O)c1ccc(N=Cc2c(O)ccc3ccccc23)cc1
  Polio RdRp inh: 113
  Polio RdRp inh FP z-score: 1

Source: PubChem
